L929 necroptosis – blocks zVAD induced death of L929 cells | L929 zVAD necroptosis rescue, ATP luminescence, 24 h; with zVAD 60 µM | viability rescue, % at 10 µM | actives 0.38% (n = 220,000) | AID 1377;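 active means activation, scaled between plate controls, above about 75%, limit read from the data; inactive means activation under that limit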;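 further: 0% = zVAD with DMSO and 100% = DMSO alone without zVAD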
Hck Nef HTS – inhibitors of human Hck kinase activated by Nef; Recombinant Hck-YEEI plus Nef, Z-Lyte FRET kinase assay; inhibition, % at 20 µM; P08631; actives 0.68% (n = 220,000);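 active means Hck-Nef kinase inhibition above about 50%, limit read from the data; inactive means inhibition below that limit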;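 further: 0% = DMSO with Hck plus Nef and 100% = Hck alone without Nef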
Runt-SMMHC FRET – blocks binding of human RUNX1 Runt domain to CBFb-SMMHC; actives 0.74% (n = 220,000); Q01196+Q13951; Cerulean-Runt/Venus-CBFb-SMMHC FRET ratio 530/480, 1 h; AID 1434; inhibition, % at 20 µM;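 active means mean inhibition across duplicate retests at 20 µM reaching about 50%, limit read from the data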;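 further: 0% = DMSO wells and 100% = wells with excess untagged CBFb-SMMHC; inhibitors lower the FRET ratio by blocking Runt binding to CBFb-SMMHC; some results filed as inactive read as strong as hits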
Target sequence (Q01196 whole entry, looked up, the tested form may be a part): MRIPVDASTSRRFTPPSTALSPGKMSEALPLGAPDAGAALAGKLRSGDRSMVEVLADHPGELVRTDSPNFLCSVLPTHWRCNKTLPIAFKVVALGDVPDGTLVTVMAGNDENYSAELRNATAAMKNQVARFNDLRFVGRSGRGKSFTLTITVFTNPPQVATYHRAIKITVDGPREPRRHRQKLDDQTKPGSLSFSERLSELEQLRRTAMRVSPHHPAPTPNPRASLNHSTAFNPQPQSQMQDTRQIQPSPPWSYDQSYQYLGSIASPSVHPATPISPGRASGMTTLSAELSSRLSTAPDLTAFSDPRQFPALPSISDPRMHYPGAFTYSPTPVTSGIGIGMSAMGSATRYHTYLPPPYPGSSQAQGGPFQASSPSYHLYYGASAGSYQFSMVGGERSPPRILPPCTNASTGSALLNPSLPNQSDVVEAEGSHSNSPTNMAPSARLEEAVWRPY
Target sequence (Q13951 whole entry, looked up, the tested form may be a part): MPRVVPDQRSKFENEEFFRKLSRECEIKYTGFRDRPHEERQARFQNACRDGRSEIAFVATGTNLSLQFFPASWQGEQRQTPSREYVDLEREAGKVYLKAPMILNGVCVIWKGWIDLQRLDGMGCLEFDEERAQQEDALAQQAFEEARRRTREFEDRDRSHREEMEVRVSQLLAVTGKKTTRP
PERK inhibitor – human PERK inhibition, primary cell-based screen; Q9NZJ5; CHO PERK-DD fusion, SEAP luminescence translation reporter; inhibition, % at 5.6 µM; actives 0.17% (n = 220,000); AID 1416;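 active means inhibition above the mean inhibition of all tested compounds plus 3 SD, set separately per screening campaign, cut at about 2.9% in these data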;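 further: PERK kinase domain activated by AP20187 dimerizer at 100 nM; 0% = DMSO with dimerizer and 100% = rapamycin at 8.4 µM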
Runt-CBFb FRET – Runt domain-CBFb interaction inhibition. AID 1496. Q01196+Q13951. actives 0.46% (n = 220,000). Cerulean-Runt/Venus-CBFb FRET ratio 530/480, 1 h. inhibition, % at 20 µM;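 active means inhibition over about 50% at 20 µM in the single-dose screen, limit read from the data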;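 further: 0% = DMSO wells and 100% = excess unlabeled CBFb competitor control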
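Measured by: fluorescence energy transfer, 422 nm excitation, 530/480 nm emission; Assay system: Cerulean-Runt domain; Medium: Tris pH 7.5 buffer with BSA; Measure: loss of energy transfer signal; Controls: 5 µM unlabeled CBFb as full-inhibition high control; Incubation: protein complex preformed 1 h, compound exposure 1 h, room temperature, dark.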
RBBP9 inh – human RBBP9 hydrolase inhibition; O75884; recombinant RBBP9, FP-Rh probe fluorescence polarization; inhibition, % at 7.94 µM; actives 0.2% (n = 220,000);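 active means inhibition above the campaign mean of all tested compounds plus 3 SD, cut at about 14% in these data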;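 further: plate controls were DMSO wells with RBBP9 for no effect and wells lacking RBBP9 protein for full effect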
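Controls: DMSO-treated enzyme wells and wells lacking RBBP9 | Material: RBBP9 protein | Technique: Fluorescence polarization | Replication: Single well per compound, no replicates | Buffer or medium: Tris-NaCl-Pluronic buffer, pH 8.0 | Timing: 30 min compound preincubation, 45 min probe labeling, 25 °C | Read-out basis: Percent inhibition from mP, scaled between DMSO and no-protein wells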
EP2 mod – modulators of human EP2 prostaglandin E2 receptor; actives 0.83% (n = 260,000); EP2-expressing cells, cAMP HTRF FRET, PGE2 co-stimulation; induction, % at 25 µM;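 active means compounds whose cAMP rise, as percent of the full-agonist control response, exceeds 60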;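 further: rat C6 glioma line stably carrying human EP2 under a CMV promoter; the protocol text gives 20 µM as final concentration; 100% = response of wells given 1 µM PGE2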
Target sequence (P43116 whole entry, looked up): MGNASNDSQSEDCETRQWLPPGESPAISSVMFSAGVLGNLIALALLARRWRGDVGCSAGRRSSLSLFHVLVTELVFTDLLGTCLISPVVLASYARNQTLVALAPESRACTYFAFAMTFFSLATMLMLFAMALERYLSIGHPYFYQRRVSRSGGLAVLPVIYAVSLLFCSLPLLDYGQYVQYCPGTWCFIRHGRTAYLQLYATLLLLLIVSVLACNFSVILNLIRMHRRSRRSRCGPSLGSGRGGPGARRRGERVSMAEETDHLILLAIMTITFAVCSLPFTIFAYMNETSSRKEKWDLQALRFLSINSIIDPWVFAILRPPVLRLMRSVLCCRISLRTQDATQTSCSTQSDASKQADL
TNF death inh – inhibitors of TNF-alpha induced necroptosis in Jurkat FADD-/- cells. Jurkat FADD-/- TNF necroptosis rescue, ATP luminescence, 24 h; 0 = TNF only, 100 = no-TNF cells. AID 463075. actives 0.068% (n = 220,000). activation (protection from cell death), % at 10 µM;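 active means activation, meaning protection from cell death, of at least 50% relative to plate controls; inactive means activation below 50%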;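 further: necroptosis triggered by 40 ng/mL TNF-alpha added together with compound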
EP2 antag – blocks the human prostaglandin E2 receptor EP2. P43116. C6 glioma cells expressing human EP2, cAMP TR-FRET; cells stimulated with saturating PGE2. inhibition, % at 25 µM. actives 0.52% (n = 260,000). AID 1422;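 active means percent inhibition above 40 after rounding to a whole number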;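 further: rat C6 glioma host cells with rolipram phosphodiesterase inhibitor present; the protocol text gives 20 µM as final concentration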
Starred values were filed as active, the others as inactive; · = no result given; & = joins results of further samples. Some of the compounds tested (hit frequency here may not be typical).

A first look, four compounds:
cpd | Molecule | L929 necroptosis | Hck Nef HTS | Runt-SMMHC FRET | PERK inhibitor | Runt-CBFb FRET | RBBP9 inh | EP2 mod | TNF death inh | EP2 antag
1 | Cc1cc(C(=O)NCCCc2ccccc2)no1 | 0.9 | -6 | -3 | 0.2 | -1 | -6 | 3 | 3.8 | 3
2 | CC(c1ccco1)N(C(=O)COc1ccccc1[N+](=O)[O-])c1ccccn1 (stereo not drawn) | -0.4 | 5 | 2 | -0.3 | -2 | -8 | 23 | -0.5 | 8
3 | CCN(CC)C(=O)CN(c1cc(Cl)ccc1OC)S(C)(=O)=O | -0.1 | 0 | -2 | 0.4 | 3 | 1 | 20 | 0.2 | 8
4 | CCCCC(c1nnnn1Cc1ccco1)N1CCN(C(=O)c2ccco2)CC1 (stereo not drawn) | 1.3 | 0 | 1 | -1.6 | 5 | -3 | -14 | 1.5 | ·

All compounds of this part, from the first entry:
cpd | Molecule | L929 necroptosis | Hck Nef HTS | Runt-SMMHC FRET | PERK inhibitor | Runt-CBFb FRET | RBBP9 inh | EP2 mod | TNF death inh | EP2 antag
1 | Cc1cc(C(=O)NCCCc2ccccc2)no1 | 0.9 | -6 | -3 | 0.2 | -1 | -6 | 3 | 3.8 | 3
2 | CC(c1ccco1)N(C(=O)COc1ccccc1[N+](=O)[O-])c1ccccn1 (stereo not drawn) | -0.4 | 5 | 2 | -0.3 | -2 | -8 | 23 | -0.5 | 8
3 | CCN(CC)C(=O)CN(c1cc(Cl)ccc1OC)S(C)(=O)=O | -0.1 | 0 | -2 | 0.4 | 3 | 1 | 20 | 0.2 | 8
4 | CCCCC(c1nnnn1Cc1ccco1)N1CCN(C(=O)c2ccco2)CC1 (stereo not drawn) | 1.3 | 0 | 1 | -1.6 | 5 | -3 | -14 | 1.5 | ·
5 | CC(=O)/C=C(\C)NCCNc1c(F)c(F)c(CO)c(F)c1F | 4.2 | -3 | -3 | 0.9 | -2 | -8 | 19 | 1.8 | 12
6 | COc1ccc2nc(N3C(=O)CNC3=S)sc2c1 | -0.6 | 16 | 1 | -0.9 | 1 | 1 | -33 | -1.2 | 3
7 | CN(C)/C=C/C(=O)c1cc(F)cc(C(F)(F)F)c1 | 5.7 | 20 | -2 | 1.2 | -1 | 5 | 3 | 0.2 | 1
8 | Cc1cc(OCc2nn[nH]n2)c2c(C)c(CC(=O)O)c(=O)oc2c1 | -0.1 | 0 | 0 | -0.6 | -3 | -1 | 4 | -2.7 | 9
9 | CCc1nnc(SCC(=O)Nc2ccc3c(c2)OCO3)o1 | 0.2 | 1 | 1 | 0.1 | 0 | 1 | 21 | -1.9 | 5
10 | Nc1nnc(CCN2C(=O)CSC2=O)s1 | 0.4 | 0 | -2 | -0.6 | -1 | -5 | -12&5 | -0.2 | 8&11
11 | COCCNC(=O)Nc1ccc2nc(C)sc2c1 | 0.3 | 15 | 0 | 0.7 | 2 | -2 | 8 | 1.0 | 12
12 | CC(C)c1[nH]nc2c1C(c1cccs1)C(C#N)=C(N)O2 (stereo not drawn) | 1.6 | 10 | 2 | 1.2 | -2 | 3 | -30 | -11 | 8
13 | CC(=O)N(CN1C(=O)c2ccc([N+](=O)[O-])cc2C1=O)c1cccc(C(=O)O)c1 | -0.7 | 4 | -1 | -0.4 | -1 | -1 | 12 | -0.9 | 7
14 | COc1ccc(C(=O)OCCCN(C)C)cc1OC | 1.5 | 3 | 3 | 0.5 | 1 | 4 | -4 | 1.0 | 6
15 | O=C1CC2c3ccccc3C1C1C(=O)N(CCc3ccccc3)C(=O)C21 (stereo not drawn) | -1.3 | 14 | 3 | 1.5 | 1 | 1 | 28 | 1.3 | 8
16 | O=C(CN1C(=O)CSC1=O)NC1CCCCC1 | 1.0 | 5 | -1 | 0.3 | -2 | -2 | 15&22 | 0.1 | 8&5
17 | COc1ccc(Cl)cc1C(=O)NNC(=S)NC(=O)/C=C/c1ccco1 | -0.5 | 11 | -22 | 1.3 | 2 | -9 | -52&-45 | -5.9 | 4&11
18 | CCC(=O)Nc1ccc(Cl)c(NC(=O)c2ccc(Br)o2)c1 | 0.3 | 7 | 1 | -1.3 | 0 | -4 | -10 | -0.3 | 11
19 | CCOC(=O)c1nc(C)n(-c2cc(Cl)ccc2Cl)n1 | -0.1 | 3 | -4 | 1.2 | 1 | 3 | 3 | -2.2 | 10
20 | COc1cccc(-n2c(SCC(=O)O)nnc2-c2cccnc2)c1 | 1.6 | -1 | -1 | 0.9 | -1 | 3 | 1 | 0.6 | 11
21 | O=C(Nc1cccc2ccccc12)/C(=C/c1ccc([N+](=O)[O-])cc1)NC(=O)c1ccccc1 | 0.1 | -1 | -30 | 0.0 | -9 | 1 | 1 | -1.8 | ·
22 | O=C(Nc1nccs1)c1cc(S(=O)(=O)N2CCOCC2)c(Cl)cc1Cl | -0.2 | 0 | -1 | 1.2 | 2 | 5 | 7 | -0.3 | 9
23 | Cc1ccc(NC(=S)N2CCN(CCN3C(=O)c4cccc5cccc(c45)C3=O)CC2)cc1 | -0.2 | 4 | 1 | -0.6 | -7 | -6 | -43 | -7.8 | 7
24 | COc1ccc(/C(N)=N/OC(=O)CSc2ccc(C)cc2)cc1 | 0.1 | -16 | -3 | 1.5 | 0 | -1 | -39 | -0.7 | 7
25 | COc1ccc([C@@H]2[C@H]3C(=O)N(c4cccc(C(F)(F)F)c4)C(=O)[C@H]3ON2C)cc1 | 0.0 | 0 | -4 | 0.3 | 0 | -5 | 7 | -2.2 | 4
26 | O=C(CCCN1C(=O)/C(=C/c2cccc(Br)c2)SC1=S)Nc1cccnc1 | 0.2 | 37 | -4 | -0.1 | 0 | -3 | -38 | 2.7 | 10
27 | O=C(COC(=O)CSc1nnc(-c2ccc(Cl)cc2)o1)NCc1ccc2c(c1)OCO2 | 0.0 | 0 | -4 | 0.0 | -2 | -9 | 3 | -1.2 | 8
28 | O=C(c1cccc([N+](=O)[O-])c1)N1CCN(C/C=C/c2ccccc2)CC1 | -0.6 | 0 | 0 | 0.5 | -3 | -11 | -11 | 0.2 | 4
29 | COc1ccccc1OCC(=O)NCCCn1ccnc1 | 0.3 | 24 | 0 | 0.6 | 1 | -5 | -2 | 0.2 | 7
30 | COCc1cc(C)nc(OCC(=O)N/N=C/c2ccc(O)cc2O)c1C#N | 1.1 | 20 | 6 | 1.3 | 1 | 4 | 4 | 0.2 | 3

The list goes on:
cpd | Molecule | L929 necroptosis | Hck Nef HTS | Runt-SMMHC FRET | PERK inhibitor | Runt-CBFb FRET | RBBP9 inh | EP2 mod | TNF death inh | EP2 antag
31 | Cn1c(=O)c2ncn(CC(=O)N/N=C/c3ccco3)c2n(C)c1=O | 1.2 | 2 | -2 | 1.1 | -1 | -4 | -12 | 0.3 | 0
32 | O=C1CC(N(CCc2ccccc2)C(=S)Nc2ccccc2)C(=O)N1c1ccc(Br)cc1 (stereo not drawn) | 0.5 | 1 | 1 | -0.1 | 1 | -46 | -1 | 3.8 | 9
33 | Clc1ccccc1CSC1=NCCCN1 | 0.0 | 1 | -5 | 0.9 | 2 | -3 | -7 | 1.2 | 9
34 | CC1(CCc2ccccc2)NC(=O)N(Cc2cc([N+](=O)[O-])cc3c2OCOC3)C1=O (stereo not drawn) | -0.2 | 27 | 1 | 0.6 | -2 | -6 | -25 | 0.1 | 4
35 | COC(=O)c1sc(-c2cccs2)cc1N | -1.2 | 25 | -1 | -0.8 | 2 | -5 | -54 | -17 | 9
36 | CCOC(=O)CSc1nc(C)c2ccccc2n1 | -0.3 | -19 | -2 | 0.2 | 4 | 2 | 19 | 0.7 | 10
37 | CN(C)CC(CCC(CN(C)C)C(=O)c1ccccc1)C(=O)c1ccccc1 (stereo not drawn) | -2.4 | 3 | -2 | -0.8 | -3 | -5 | -35 | -31 | 9
38 | CCOC(=O)NC(=O)c1cn(Nc2ccccc2)c(=O)[nH]c1=O | 0.5 | 4 | -3 | 0.6 | -1 | 7 | 7 | 3.0 | 13
39 | CCOC(=O)Nc1cc(Br)c2c(c1)OCCO2 | 3.3 | 6 | 1 | 0.3 | 2 | -6 | 6 | -0.8 | 5
40 | O=C(O)CCc1ccc(-c2ccc(F)cc2)n1CC1CCCO1 (stereo not drawn) | 0.2 | 8 | 21 | 0.7 | 12 | -8 | 15 | -0.7 | 7
41 | Cc1cccc(C)c1NC(=O)CN1C(=O)NC(C)(CCc2ccccc2)C1=O (stereo not drawn) | -0.8 | 0 | -6 | 1.0 | -1 | 2 | 29 | -1.7 | 3
42 | CCOc1cc(/C=N\Nc2ncc(F)c(N3CCOCC3)n2)ccc1Oc1nc(Cl)ncc1F | 14 | 20 | -7 | -2.0 | -5 | -5 | -15 | -10 | 10
43 | Cc1nc2c3c4c(sc3n3c(SCC(=O)NCc5ccco5)nnc3n2n1)COC(C)(C)C4 | 0.6 | -6 | 6 | 0.1 | 2 | -6 | 5 | 1.8 | 15
44 | O=C(CCC(=O)OCC(=O)c1ccccc1)Nc1cccc(Cl)c1 | · | 6 | -3 | 1.3 | 0 | -1 | 22 | 1.4 | 4
45 | CCc1ccccc1N/C(=N\S(=O)(=O)c1ccccc1)C(F)(F)F | 0.5 | 3 | 2 | 0.6 | 0 | -7 | 13 | 0.3 | 7
46 | COc1ccc(NC(=O)N(CCCN(C)C)Cc2cc3cc(OC)ccc3[nH]c2=O)cc1 | · | 4 | 2 | -0.3 | -1 | -2 | 14 | 1.0 | 5
47 | CCn1c(SCC(=O)OC(C)C)nnc1-c1ccccc1 | 0.5 | -18 | 3 | -0.6 | -1 | 2 | -4 | 0.6 | 12
48 | O=C(NCc1ccc2c(c1)OCO2)C1COc2ccccc2O1 (stereo not drawn) | -0.3 | 7 | 3 | 1.0 | -2 | -5 | -62 | -1.2 | 15
49 | O=C(Nc1ccccc1)Nc1ccccc1C(=O)NCCCN1CCOCC1 | -0.1 | 13 | -2 | -1.1 | 0 | 7 | 0 | 1.7 | 10
50 | Cc1cc(C)n(Cc2ccccc2Cl)n1 | 0.9 | 0 | 7 | -0.9 | 2 | -2 | 9 | 35 | 10
51 | CCOC(=O)C(=Cc1ccc(-c2ccsc2C(=O)OC)o1)C(=O)OCC | 0.1 | 1 | -2 | 0.6 | -4 | 2 | 34 | -4.6 | 2
52 | COc1cccc(NC(=O)C(=S)NC2CCCCC2)c1 | 7.7 | 19 | -1 | -0.6 | 0 | 1 | -28 | 1.2 | 3
53 | O=C(CCN1C(=O)COc2ccccc21)NCc1ccco1 | 0.3 | -1 | -8 | 1.1 | 1 | 4 | -10 | 1.4 | 8
54 | COC(=O)c1cc(OC)nc2ccc(Br)cc12 | 0.7 | 13 | -2 | 1.2 | -1 | 0 | 33 | -0.5 | 14
55 | CCC(CC)c1nnc(NC(=O)c2ccc([N+](=O)[O-])cc2)s1 | 0.8 | 3 | 0 | 0.8 | 2 | 3 | -11 | 2.6 | 10

Compound activity (PubChem BioAssay)
